Assay outcomes (PubChem BioAssay)
All columns: NCI-60 one-dose screen, growth in % after 48 h at 10 µM unless noted; 100 = growth as untreated, 0 = no growth, -100 = all killed.
A549/ATCC: A549/ATCC NSCLC; 3.7% of 81,000 active; AID 1794740
UACC-62: UACC-62 melanoma; 5.4% of 81,000 active; AID 1794756
UACC-257: UACC-257 melanoma | 4.4% of 78,000 active
SK-MEL-28: SK-MEL-28 melanoma; 4.1% of 81,000 active; AID 1794761
M14: M14 melanoma | 6.2% of 80,000 active
EKVX: EKVX NSCLC; 3% of 71,000 active; AID 1794765
HOP-92: HOP-92 NSCLC cells. 6.3% of 71,000 active. AID 1794738
SK-MEL-5: SK-MEL-5 melanoma | 6.4% of 80,000 active
* hit, by the source's call. How the source made its calls: active means growth percent below 10; inactive means the rest. Not a hit list; any-hit rate near 9.8%.

For CC1(C)Oc2c(ccc(O)c2CN2CCOCC2)C2=C1CCCC2 the results were A549/ATCC 98, UACC-62 99, UACC-257 104, SK-MEL-28 112, M14 106, EKVX 95, HOP-92 102 and SK-MEL-5 92.
`C/C(=C(/C#N)C(=O)O)c1ccccc1` gave A549/ATCC 109, UACC-62 105, UACC-257 109, SK-MEL-28 112, M14 108, EKVX 109, HOP-92 89 and SK-MEL-5 108.
CN(C)CCNC(=O)Oc1cccc2ccccc12 was read as A549/ATCC 102, UACC-62 85, UACC-257 98, SK-MEL-28 112, M14 96, EKVX 118 and HOP-92 93.
Screening O=C1Nc2ccccc2/C1=N/N=C/c1ccc2c(c1)OCCO2 returned A549/ATCC 99, UACC-62 94, UACC-257 99, SK-MEL-28 100, M14 112, EKVX 98, HOP-92 100 and SK-MEL-5 105.
Screening COc1cnc2c(c1)C(=O)c1c-2n(CCCNC(C)C)c(=O)c2cc([N+](=O)[O-])ccc12 returned A549/ATCC -65*, UACC-257 -67*, SK-MEL-28 -63*, M14 -77*, EKVX -50*, HOP-92 -80* and SK-MEL-5 -99*.
CCC1(CC)C(OC)NC(Br)=C(C#N)C1(C#N)C(N)=O (stereo not drawn) was read as A549/ATCC 114, UACC-62 99, UACC-257 103, SK-MEL-28 114, M14 -100*, EKVX 103, HOP-92 77 and SK-MEL-5 109.
CC1(C)C2CC1C1(/C=N/NC(N)=S)C(C2)C(C#N)(C#N)C1(C#N)C#N (stereo not drawn) was read as A549/ATCC 96, UACC-62 79, UACC-257 80, SK-MEL-28 89, M14 88, EKVX 94, HOP-92 56 and SK-MEL-5 86.
COc1ccc(-c2cc(=O)c3ccc4c(O)cccc4c3o2)cc1 was read as A549/ATCC 98, UACC-62 104, UACC-257 99, SK-MEL-28 104, M14 107 and SK-MEL-5 97.
`COc1ccc2nc(C)cc(Nc3ccccc3O)c2c1` gave A549/ATCC 3.3*, UACC-62 57, UACC-257 75, SK-MEL-28 33, M14 82, HOP-92 -24* and SK-MEL-5 73.
For Cc1ccc(N=NNc2ccc(C)cc2)cc1 the results were A549/ATCC 81, UACC-62 82, UACC-257 96, SK-MEL-28 95, M14 96, EKVX 91, HOP-92 97 and SK-MEL-5 95.
Screening CCC(C)(C(C#N)C(N)=O)C(C#N)C(N)=O (stereo not drawn) returned A549/ATCC 102, UACC-62 105, UACC-257 100, SK-MEL-28 107, M14 101, HOP-92 94 and SK-MEL-5 96.
O=C(NC1CC1)c1ccc(-c2nc3ccccc3s2)s1 was read as A549/ATCC 91, UACC-62 94, SK-MEL-28 119, M14 108, EKVX 100 and SK-MEL-5 102.
`O=C1C2CC(O)Cc3cc(Br)ccc3N2C(=O)CN1CCO` (stereo not drawn) gave A549/ATCC 82, UACC-62 98, UACC-257 82, SK-MEL-28 104, M14 99, EKVX 99, HOP-92 84 and SK-MEL-5 103.
For CN(C)CC(O)(C(=O)O)C(=O)O the results were A549/ATCC 84, UACC-62 100, UACC-257 93, SK-MEL-28 105, M14 99, EKVX 108, HOP-92 95 and SK-MEL-5 105.
CC(C)(C)OC(=O)N1CCc2c(sc3ncnc(Nc4ccc(NC(=O)Nc5ccc(Cl)cc5)cc4)c23)C1 was read as A549/ATCC 67, UACC-62 84, UACC-257 72, SK-MEL-28 104, M14 87, EKVX 95, HOP-92 72 and SK-MEL-5 87.
Screening COc1cc(OC)c(S(=O)(=O)NNC(=O)c2ccncc2)cc1C(=O)/C=C/c1ccc2c(c1)OCO2 returned A549/ATCC 88, UACC-62 90, UACC-257 103, SK-MEL-28 105, M14 92, EKVX 95, HOP-92 89 and SK-MEL-5 96.
For FC(F)(F)Oc1cccc(-c2cc(NCCCCCCNc3cc(-c4cccc(OC(F)(F)F)c4)nc4ccc(N5CCCC5)cc34)c3cc(N4CCCC4)ccc3n2)c1 the results were A549/ATCC -75*, UACC-62 -92*, UACC-257 -9.0*, SK-MEL-28 -94*, M14 -84*, EKVX -54*, HOP-92 -24* and SK-MEL-5 -62*.
`N[C@@H](CCCCNCC(=O)O)C(=O)O` gave A549/ATCC 101, UACC-62 94, UACC-257 101, SK-MEL-28 104, M14 104, EKVX 97, HOP-92 64 and SK-MEL-5 101.
CC(=O)O[C@H]1CC[C@@]2(C)[C@@H](CC[C@@H]3[C@@H]2CC(=O)[C@]2(C)[C@@H]4[C@H](C[C@@H]32)O[C@]2(CC[C@@H](C)CO2)[C@H]4C)C1 was read as A549/ATCC 98, UACC-62 116, UACC-257 103, SK-MEL-28 102, M14 104, HOP-92 100 and SK-MEL-5 99.
Screening O=C(CCCl)OCCOc1ccccc1 returned A549/ATCC 102, UACC-62 108, UACC-257 110, SK-MEL-28 107, M14 102, EKVX 109, HOP-92 87 and SK-MEL-5 108.

Of the compounds above, 2 have bromine.
CCC1(CC)C(OC)NC(Br)=C(C#N)C1(C#N)C(N)=O (stereo not drawn) was read as A549/ATCC 114, UACC-62 99, UACC-257 103, SK-MEL-28 114, M14 -100*, EKVX 103, HOP-92 77 and SK-MEL-5 109.
`O=C1C2CC(O)Cc3cc(Br)ccc3N2C(=O)CN1CCO` (stereo not drawn) gave A549/ATCC 82, UACC-62 98, UACC-257 82, SK-MEL-28 104, M14 99, EKVX 99, HOP-92 84 and SK-MEL-5 103.

Reprinted at random: 2 records from the list
Screening COc1cnc2c(c1)C(=O)c1c-2n(CCCNC(C)C)c(=O)c2cc([N+](=O)[O-])ccc12 returned A549/ATCC -65*, UACC-257 -67*, SK-MEL-28 -63*, M14 -77*, EKVX -50*, HOP-92 -80* and SK-MEL-5 -99*.
For CN(C)CC(O)(C(=O)O)C(=O)O the results were A549/ATCC 84, UACC-62 100, UACC-257 93, SK-MEL-28 105, M14 99, EKVX 108, HOP-92 95 and SK-MEL-5 105.

More structures.
`COc1cc(C2c3cc4c(cc3C(OC(=O)C[n+]3ccccc3)C3COC(=O)C23)OCO4)cc(OC)c1OC` (stereo not drawn) gave A549/ATCC 7.1*, UACC-62 16, UACC-257 55, SK-MEL-28 62, M14 7.7*, EKVX 42, HOP-92 71 and SK-MEL-5 -32*.
For COc1ccc(/C=C2/N=C(c3cnccn3)N(c3cccc4cccnc34)C2=O)cc1 the results were A549/ATCC 108, UACC-62 96, UACC-257 109, SK-MEL-28 110, M14 92, HOP-92 79 and SK-MEL-5 94.
`CCOC(=O)Cn1c(C(C)C)nc2ccccc21` gave A549/ATCC 103, UACC-62 98, UACC-257 93, SK-MEL-28 110, M14 93, EKVX 106, HOP-92 80 and SK-MEL-5 105.
COc1ccc(CSc2nc3cc(OC)c(OC)cc3c(=O)n2-c2ccc(OC)cc2OC)cc1 was read as A549/ATCC 81, UACC-62 80, UACC-257 93, SK-MEL-28 102, M14 97, HOP-92 76 and SK-MEL-5 81.
For Nc1nc(NC2CC2)c2ncn(C3C=CC(CO)C3)c2n1 (stereo not drawn) the results were A549/ATCC 108, UACC-62 84, UACC-257 100, SK-MEL-28 118, M14 116, EKVX 115, HOP-92 97 and SK-MEL-5 92.
`CC(Nc1ncnc2ccc(-c3ccc4oc(N)nc4c3)cc12)c1ccccc1` (stereo not drawn) gave A549/ATCC 13, UACC-62 12, UACC-257 73, SK-MEL-28 17, M14 24, EKVX 5.0*, HOP-92 -46* and SK-MEL-5 -75*.
Screening O=C(NCCCNc1cc(-c2cn(-c3ccccc3)nc2-c2cccc(O)c2)ccn1)c1ccccc1 returned A549/ATCC 21, UACC-62 24, UACC-257 -49*, SK-MEL-28 4.2*, M14 3.4*, EKVX 48, HOP-92 50 and SK-MEL-5 -38*.
For N#Cc1c(-c2ccccc2)cc(-c2ccccc2)n(CC(=O)O)c1=O the results were A549/ATCC 52, UACC-62 29, UACC-257 64, SK-MEL-28 61, M14 26, EKVX 81, HOP-92 62 and SK-MEL-5 41.
For CC(=O)C(C(C)=O)C1=C(C#N)C(=N)N2C(=NN1)Sc1c(C)ccc(C)c12 the results were A549/ATCC 100, UACC-62 103, UACC-257 110, SK-MEL-28 116, M14 106, EKVX 97, HOP-92 62 and SK-MEL-5 95.
O=C(CCc1ccc(-c2ccc(F)cc2)o1)Nc1ncc(Cc2ccc(F)cc2)s1 was read as A549/ATCC 94, UACC-62 78, UACC-257 113, SK-MEL-28 100, M14 102, EKVX 90, HOP-92 90 and SK-MEL-5 99.
`Cc1ccccc1N=NC(C#N)C#N` gave A549/ATCC 106, UACC-257 111, SK-MEL-28 104, M14 99, EKVX 95, HOP-92 79 and SK-MEL-5 96.
For O=S(=O)(Oc1ccc(-c2ccc3occc3c2)cc1)c1ccccc1 the results were A549/ATCC 94, UACC-62 81, UACC-257 104, SK-MEL-28 106, M14 101, EKVX 92, HOP-92 102 and SK-MEL-5 97.
`Cc1[nH]c2ncnc(Nc3ccc(NC(=O)Nc4ccc(Cl)cc4)cc3)c2c1C` gave A549/ATCC 81, UACC-62 92, UACC-257 88, SK-MEL-28 100, M14 99, EKVX 98, HOP-92 91 and SK-MEL-5 96.
For COc1ccc(N=Nc2c(N)nn3c(-c4ccc(F)cc4)c(-c4nc5ccccc5s4)c(N)nc23)cc1 the results were A549/ATCC 101, UACC-62 86, UACC-257 100, SK-MEL-28 101, M14 95, EKVX 97, HOP-92 63 and SK-MEL-5 99.
For COc1cc(-c2nc(/C=C3/C(=O)N(C)c4ccccc43)c3ccccn23)cc(OC)c1OC the results were A549/ATCC 100, UACC-62 98, UACC-257 96, SK-MEL-28 115, M14 87, EKVX 120, HOP-92 106 and SK-MEL-5 91.
Screening CC(C)C[C@H](N)C(=O)N=S(N)(=O)c1cc(Cl)cs1 (stereo partly drawn) returned A549/ATCC 86, UACC-62 85, UACC-257 96, SK-MEL-28 109, M14 96, EKVX 81, HOP-92 91 and SK-MEL-5 88.
Screening Clc1cccc(/C=N/Nc2nc(N/N=C/c3cccc(Cl)c3)nc(N3CCOCC3)n2)c1 returned A549/ATCC 47, UACC-62 92, UACC-257 39, SK-MEL-28 30, M14 35, EKVX 72, HOP-92 65 and SK-MEL-5 44.
For Cc1nn(-c2ccccc2)c2nc3c(nc12)C(=O)c1ccccc1-3 the results were A549/ATCC 99, UACC-62 102, UACC-257 113, SK-MEL-28 108, M14 104, EKVX 74 and SK-MEL-5 92.
Screening CCCCCCCC/C=C\CCCCCCCCOc1cccc(CC(=O)NCC[N+]2(C)CCCCC2)c1 returned A549/ATCC 82, UACC-62 70, UACC-257 98, SK-MEL-28 99, M14 84, EKVX 79, HOP-92 87 and SK-MEL-5 89.
For CC(C)=C1OC(=O)C1(C)C the results were A549/ATCC 100, UACC-62 104, UACC-257 110, SK-MEL-28 107, M14 99, EKVX 116, HOP-92 108 and SK-MEL-5 115.
For COc1ccc2nc(SCCC(=O)Nc3cc(OC)c(OC)c(OC)c3)n(-c3ccccc3C(F)(F)F)c(=O)c2c1 the results were A549/ATCC 97, UACC-62 94, UACC-257 99, SK-MEL-28 107, M14 99, HOP-92 87 and SK-MEL-5 99.
`O=C(/C=C/c1cccc(Cl)c1)c1ccc(NC(=O)N2CCN(c3cc4c(cc3F)c(=O)c(C(=O)O)cn4C3CC3)CC2)cc1` gave A549/ATCC 109, UACC-62 86, UACC-257 99, SK-MEL-28 106, M14 98, EKVX 97, HOP-92 92 and SK-MEL-5 94.
Screening COc1ccc(OC)c(-c2nc(SCC(=O)c3ccc(C#N)cc3)[nH]c(=O)c2C#N)c1 returned A549/ATCC 103, UACC-62 95, UACC-257 100, SK-MEL-28 102, M14 92, EKVX 105, HOP-92 99 and SK-MEL-5 106.
`COc1ccc([N+](=O)[O-])cc1NS(=O)(=O)c1cccc(C(=O)N(C)Cc2ccc(C)cc2)c1` gave A549/ATCC 99, UACC-62 92, UACC-257 109, SK-MEL-28 110, M14 101, EKVX 108, HOP-92 82 and SK-MEL-5 63.

Three entries out of the list, ordered by SMILES length, ascending.
`Cc1ccccc1N=NC(C#N)C#N` gave A549/ATCC 106, UACC-257 111, SK-MEL-28 104, M14 99, EKVX 95, HOP-92 79 and SK-MEL-5 96.
CN(C)CCNC(=O)Oc1cccc2ccccc12 was read as A549/ATCC 102, UACC-62 85, UACC-257 98, SK-MEL-28 112, M14 96, EKVX 118 and HOP-92 93.
CC(=O)O[C@H]1CC[C@@]2(C)[C@@H](CC[C@@H]3[C@@H]2CC(=O)[C@]2(C)[C@@H]4[C@H](C[C@@H]32)O[C@]2(CC[C@@H](C)CO2)[C@H]4C)C1 was read as A549/ATCC 98, UACC-62 116, UACC-257 103, SK-MEL-28 102, M14 104, HOP-92 100 and SK-MEL-5 99.
